EPAC2 agonist: qHTS for Agonist of cAMP-regulated guanine nucleotide exchange factor 4 (EPAC2): primary screen | EPAC2 activation, biochemical qHTS; response scale: 100% = 6.5 mM cAMP response | Potency, µM (top dose mostly 154 µM), without a hit: top-dose activation, hits mostly activators | AID 720711, 2013 | hit rate 0.079% among 360,000; also: potency is read from the fitted curve at half-maximal effect; nearly all actives have a fitted effect of over 50% in size
Target sequence (Q8WZA2 whole entry, looked up): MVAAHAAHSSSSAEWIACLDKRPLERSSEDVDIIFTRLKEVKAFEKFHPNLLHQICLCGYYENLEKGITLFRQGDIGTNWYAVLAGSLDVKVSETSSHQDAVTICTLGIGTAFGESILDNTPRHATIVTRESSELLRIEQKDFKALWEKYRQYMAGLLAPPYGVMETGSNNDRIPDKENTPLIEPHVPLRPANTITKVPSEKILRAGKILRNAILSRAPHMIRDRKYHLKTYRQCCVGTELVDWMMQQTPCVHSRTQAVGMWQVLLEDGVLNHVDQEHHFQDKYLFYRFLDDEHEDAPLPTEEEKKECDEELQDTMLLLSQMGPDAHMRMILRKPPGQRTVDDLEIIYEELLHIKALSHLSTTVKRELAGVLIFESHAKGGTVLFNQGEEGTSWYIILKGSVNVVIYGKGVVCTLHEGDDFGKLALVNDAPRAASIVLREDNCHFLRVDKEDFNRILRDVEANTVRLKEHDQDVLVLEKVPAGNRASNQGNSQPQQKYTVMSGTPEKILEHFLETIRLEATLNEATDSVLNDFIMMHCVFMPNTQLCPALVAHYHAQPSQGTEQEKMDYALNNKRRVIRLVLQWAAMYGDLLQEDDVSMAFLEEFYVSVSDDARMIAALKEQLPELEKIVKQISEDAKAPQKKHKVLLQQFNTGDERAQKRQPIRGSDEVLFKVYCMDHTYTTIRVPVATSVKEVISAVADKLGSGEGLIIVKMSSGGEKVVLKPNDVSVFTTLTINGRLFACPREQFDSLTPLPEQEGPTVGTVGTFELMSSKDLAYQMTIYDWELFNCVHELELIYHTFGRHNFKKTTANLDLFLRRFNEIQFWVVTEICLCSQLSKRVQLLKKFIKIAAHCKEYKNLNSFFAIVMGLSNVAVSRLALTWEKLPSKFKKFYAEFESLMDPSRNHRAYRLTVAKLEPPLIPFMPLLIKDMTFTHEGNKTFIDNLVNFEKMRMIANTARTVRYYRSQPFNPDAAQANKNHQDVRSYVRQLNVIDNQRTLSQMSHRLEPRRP
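Guanine nucleotide exchange by EPAC2 is measured as reduced fluorescence of BODIPY-GDP once it is released from 250 nM Rap1B. Plates are read kinetically for 30 min at room temperature; results are scaled to 6.5 mM cAMP.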
Nrf2 inh: Nrf2 qHTS screen for inhibitors; A549 ARE-Fluc reporter, luciferase luminescence, 18-24 h; AID 504444, 2011; hit rate 2.1% among 360,000; Potency, µM (doses to about 46 µM), inactives show top-dose activity change, negative = inhibition, usual class: inhibitors; also: potency is read from the fitted curve at half-maximal effect; % is scaled to controls: 0 for no effect and ±100 for the full control effect; nearly all actives have a fitted effect of over 60% in size
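Two sequential reads on A549 ARE_Fluc cells exposed to compound for 18-24 h: a CellTiter-Fluor fluorescence read for viability, then a luciferase luminescence read for Nrf2/ARE activity.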
IL2 activator: qHTS of IL-2 Activators. AID 652025, 2013. hit rate 0.065% among 360,000. IL-2 activation reporter assay, cell-based qHTS; stimulated with anti-CD3/CD4/CD28 beads; in transgenic mouse T cells. activation, % (series mostly up to about 46 µM); in the data active = activation above about 50%; inconclusive = mostly about 30% to 49%; also: 0% is about no effect
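Readout: EGFP and DsRed signals by fluorescent plate cytometry. Unstimulated transgenic mouse T cells received compound 60 min before antibody-bead stimulation, then incubated 18 h at 37 degrees C.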
TGFb SMAD3 inh: qHTS for Inhibitors of TGF-b | HepG2 CAGA-GFP TGF-b/SMAD3 reporter, GFP fluorescence, 18 h; TGF-beta stimulated, 500 pg/mL final | AID 588855, 2011 | hit rate 1.2% among 410,000 | Potency, µM (titrated, usually from 46.1 µM), inactives show top-dose activity, negative = inhibition, usual class: inhibitors; also: potency is read from the fitted curve at half-maximal effect; % is scaled to controls: 0 for no effect and ±100 for the full control effect; nearly all actives have a fitted effect of over 65% in size
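HEPG2 CAGA-GFP reporter cells (1000/well, DMEM with 1% FBS) received compounds, then recombinant TGF-beta at 500 pg/mL final for 18 hours at 37 degrees C. Per-cell GFP summed per well was normalised to unstimulated and stimulated DMSO controls before curve fitting.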
Nrf2 ARE act: qHTS of Nrf2 Activators; Potency, µM (doses to about 46.1 µM), for inactives: at the top dose activation, hits mostly activators; hit rate 0.31% among 410,000; AID 624171, 2012; AREc32 ARE-luciferase reporter (MCF7-derived line), luminescence, 24 h; also: potency is read from the fitted curve at half-maximal effect; % of control where 0% means no effect; nearly all actives have a fitted effect of over 65% in size
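AREc32 cells carrying an ARE-driven firefly luciferase reporter were seeded at 1000 cells/well in OPTI-MEM with 5% FBS, then exposed to compound for 24 hr at 37 deg C. Luminescence was read with Steady-Glo after 30 min at RT.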
A549 viability: Nrf2 qHTS screen for inhibitors: counterscreen for cytotoxicity. A549 ARE-Fluc cells, CellTiter-Fluor viability, 18-24 h. Potency, µM (series often up to 46 µM), for inactives: top-dose activity change, negative = cytotoxicity, actives largely listed as inhibitors. hit rate 0.16% among 390,000. AID 504648, 2011; also: potency is read from the fitted curve at half-maximal effect; % is scaled to controls: 0 for no effect and ±100 for the full control effect
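Cytotoxicity counterscreen: CellTiter-Fluor fluorescence was measured in A549 ARE_Fluc cells after 18-24 h of compound exposure in a concentration series. The subsequent BugLite luminescent read reports ARE-luciferase activity.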
ATXN2 expr inh: Primary qHTS for Inhibitors of ATXN expression; HEK-293 ATXN2-luciferase reporter, luminescence, 24 h; AID 1745845, 2022; Potency, µM (doses to about 57 µM), for inactives: at the highest dose activity change, negative = inhibition, hits mostly inhibitors; hit rate 0.72% among 360,000; also: potency is read from the fitted curve at half-maximal effect; % is scaled to controls: 0 for no effect and ±100 for the full control effect; nearly all actives have a fitted effect of over 55% in size
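ATXN2-luciferase reporter cells (luciferase flanked by upstream and downstream ATXN2 gene portions) were treated 24 h at 37 °C with compounds at up to 57 uM. SteadyGlo luminescence gave expression; GF-AFC fluorescence gave viability.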
S2 tox: Viability Counterscreen for Primary qHTS for Inhibitors of ATXN expression. hit rate 0.49% among 400,000. AID 651635, 2014. Potency, µM (titrated, usually from 56.7 µM), usual class: cytotoxic. S2 cells (HEK-293 line with an ATXN2-luciferase reporter) viability, CellTiter-Fluor protease fluorescence, 24 h; also: potency is read from the fitted curve at half-maximal effect; nearly all actives have a fitted effect of over 40% in size
HepG2 tox: qHTS for Inhibitors of TGF-b: Cytotox Counterscreen. hit rate 0.76% among 410,000. AID 588856, 2011. Potency, µM (doses to about 46.1 µM), for inactives: at the highest dose activity change, negative = cytotoxicity, usual class: cytotoxic. HepG2 CAGA-GFP viability, ATP luminescence, 18 h; also: potency is read from the fitted curve at half-maximal effect; some results filed as inactive show a strong effect at the top dose
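CellTiter-Glo luminescence gave cytotoxicity after 18 hours at 37 degrees C. The cells were HepG2 CAGA-GFP in 1% FBS DMEM, stimulated with 500 pg/mL TGF-beta after compound addition. %Activity was normalised to no-cell wells (complete cell-killing) and DMSO (no toxicity), and curves were fitted and classified.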
Numbers without * were called inactive; i = inactive; ? = inconclusive; . = not tested or not shown; [ ] = remark or other dose. Unless noted, calls follow the shape of the dose curve; as a rule, active = well fitted curve in the direction sought with a large enough effect; inconclusive = small, poorly fitted or top-dose-only effect, or another doubt; inactive = no such curve, though single readings can be large; an effect the other way counts as inactive or inconclusive.

Every second line gives: A549 viability	S2 tox	TGFb SMAD3 inh	Nrf2 inh	Nrf2 ARE act	IL2 activator	ATXN2 expr inh	EPAC2 agonist	HepG2 tox
COc1ccc(C[C@H]2CN3C(=NC[C@@H]3Cc3ccc(O)cc3)N2C[C@H](C)NC(=O)c2ccc(C)c(Br)c2)cc1
 : ?	22µM*	22µM*	?	-4.9%	-5.3	?	7%	18µM*
Cc1ccc(C(=O)Nc2nccc(-c3cccs3)n2)cc1
 : -1%	i	-20%	10%	?	-1.4	22%	1%	-11%
OC1CCC(Nc2ccn3nc(-c4cccc(Cl)c4)cc3n2)CC1 (stereo not given)
 : .	?	-17%	.	8.2%	-0.3	28%	4%	-30%
NC(=O)c1nc(-c2ccccc2)c(-c2ccccc2)[nH]c1=O
 : -13%	.	0%	0%	-0.8%	0.4	-20%	2%	2%
CCCCn1c(N)c(N(CCC(C)C)C(=O)CN2C(=O)C3CCCCC3C2=O)c(=O)[nH]c1=O (stereo not given)
 : -14%	i	5%	-1%	0.2%	-0.2	5%	18%	5%
COc1ccc2[nH]c3c(c2c1)CCNC3C1CC=C(C)CC1 (stereo not given)
 : -4%	?	?	12%	2.9%	0.9	?	14%	-68%
COc1ccc(CNC(=O)CCC(=O)N2CCSc3ccccc32)cc1
 : 12%	.	?	?	3.5%	.	.	.	-32%
CCOC(=O)c1ccc(N2C(=O)c3[nH]nc(-c4ccc(OCC)cc4)c3C2c2ccc(OC)cc2OC)cc1 (stereo not given)
 : 16%	i	?	-8%	0.5%	.	-5%	.	-16%
CC(=O)C1=C(O)C(=O)N(c2ccc(O)cc2)C1c1cccc(F)c1 (stereo not given)
 : 1%	i	3%	-10%	0.4%	2.2	11%	8%	0%
Cc1ccc(-n2c(C)cc(/C=N/Nc3ccc([N+](=O)[O-])cn3)c2C)cc1
 : -7%	i	0%	5%	4.8%	-4.0	4%	-7%	-2%
COCCn1nnnc1CN(CCc1ccccc1)Cc1cc2ccc(C)cc2[nH]c1=O
 : -10%	i	10%	0%	0.3%	0.6	-2%	8%	-9%
CCCc1ccc(S(=O)(=O)N/N=C(/C)c2ccc3c(c2)OCO3)cc1
 : 5%	i	-22%	21%	0.1%	-1.6	-10%	8%	-20%
O=C(NCCN1CCOCC1)c1ccc(Cl)c(Cl)c1
 : 2%	i	0%	-11%	0.5%	-0.7	-13%	3%	8%
O=C(CSc1nc(-c2cccc(F)c2)[nH]c1-c1ccccc1)Nc1ccc2c(c1)OCCO2
 : ?	?	?	?	-3.1%	.	?	.	-52%
CC(C(N)=O)N1C(=O)c2cccc3cccc1c23 (stereo not given)
 : 3%	i	3%	.	0.9%	2.1	1%	9%	-4%
CN(CC(=O)Nc1ccc(Cl)cc1)CC(=O)Nc1ccc(C(N)=O)cc1
 : 1%	i	-9%	-11%	0.0%	-2.7	-18%[11.3 µM]	1%	-16%
COC(=O)C(C)Oc1ccc(-c2nccc(-c3ccccn3)n2)cc1 (stereo not given)
 : -5%	?	-3%	-3%	-0.5%	0.2	-17%	6%	5%
CC(NC(=O)c1cc2c(s1)CS(=O)(=O)C2)c1ccccc1 (stereo not given)
 : -11%	i	1%	3%	-0.2%	1.1	.	9%	-11%
CCn1nnnc1-c1ccc(OC)c(S(=O)(=O)NCCc2ccccc2)c1
 : -1%	i	-22%	4%	-0.4%	-2.3	5%	6%	-2%
Cc1ccccc1C(=O)NC(NC(=S)Nc1ccc(S(N)(=O)=O)cc1)C(Cl)(Cl)Cl (stereo not given)
 : -4%	i	-22%	-5%	-0.9%	3.1	-1%	1%	6%
O=C(Nc1ccc(NC(=O)C2CCCCC2)nc1)c1cccc(F)c1
 : 1%	i	1%	3%	-0.7%	-0.2	21%	1%	1%
C[C@H](CO)N1C[C@H](C)[C@H](CN(C)S(=O)(=O)c2ccccc2F)OCc2cnnn2CCCC1=O
 : .	i	5%	.	0.4%	-2.4	0%	-4%	-8%
CC(C)N(Cc1cn(C)nc1-c1cccc(Cl)c1)Cc1nccn1C
 : 2%	?	-16%	0%	-0.1%	-4.1	?	-2%	0%
Cc1c(Cl)cccc1NC(=O)CN1CCC(NC(=O)C2CCCCC2)CC1
 : 1%	i	-3%	-27%	-0.1%	-1.3	-1%	-1%	11%
C(=C\c1ccccc1)/CN1CCN(C(c2cc3ccccc3o2)c2nnnn2-c2ccc3c(c2)OCCO3)CC1 (stereo not given)
 : .	i	-13%	.	5.3%	-0.2	-5%	8%	-7%
C=CCn1c(SC)nnc1-c1ccc2ncccc2c1
 : 1%	i	-11%	-12%	0.3%	-1.6	0%	8%	3%
Cc1cccc(N(C(=O)c2csnn2)C(C(=O)NC(C)(C)C)c2cccs2)c1 (stereo not given)
 : -7%	i	0%	-19%	-0.4%	-0.4	3%	11%	-10%
COC(=O)c1cc(COC(=O)c2nc3nccc(C)n3n2)oc1C
 : 3%	i	0%	-2%	0.0%	-0.6	1%	7%	1%
CCOC(=O)C1CCCN(C(=O)COc2ccc(C(C)(C)C)cc2)CC1 (stereo not given)
 : .	i	-3%	.	-2.5%	0.1	-13%	-9%	2%
Cc1cc(C)nc(SCc2nnc(SCC(=O)Nc3nccs3)n2Cc2ccco2)n1
 : -12%	i	-10%	11%	1.9%	0.6	16%	-9%	-14%

An excerpt from above in order of count of non-hydrogen atoms, high to low:
Every second line gives: A549 viability	S2 tox	TGFb SMAD3 inh	Nrf2 inh	Nrf2 ARE act	IL2 activator	ATXN2 expr inh	EPAC2 agonist	HepG2 tox
C(=C\c1ccccc1)/CN1CCN(C(c2cc3ccccc3o2)c2nnnn2-c2ccc3c(c2)OCCO3)CC1 (stereo not given)
 : .	i	-13%	.	5.3%	-0.2	-5%	8%	-7%
O=C(CSc1nc(-c2cccc(F)c2)[nH]c1-c1ccccc1)Nc1ccc2c(c1)OCCO2
 : ?	?	?	?	-3.1%	.	?	.	-52%
COC(=O)c1cc(COC(=O)c2nc3nccc(C)n3n2)oc1C
 : 3%	i	0%	-2%	0.0%	-0.6	1%	7%	1%

(cont.)
Every second line gives: A549 viability	S2 tox	TGFb SMAD3 inh	Nrf2 inh	Nrf2 ARE act	IL2 activator	ATXN2 expr inh	EPAC2 agonist	HepG2 tox
COc1ccccc1N1CCN(C(=O)CCCn2nc(C)c([N+](=O)[O-])c2C)CC1
 : -3%	i	-2%	?	-0.1%	-0.1	-10%	-1%	-1%
COc1ccc(-c2cc(C)no2)cc1S(=O)(=O)NCc1ccco1
 : 14%	.	-24%	?	0.5%	.	.	.	-13%
COc1ccccc1NC(=O)CSc1nc2nccnc2c(=O)n1Cc1cccs1
 : 2%	?	0%	1%	6.2%	1.3	.	12%	-7%
CN(C)c1cccc(NC(=O)CCc2ccccc2)c1
 : -3%	i	0%	?	3.9%	2.6	23%	-7%	-80%
COCC(=O)Nc1ccc(Br)c(C)c1
 : 5%	i	2%	2%	-0.2%	-1.9	3%	-8%	-3%
Cc1ccc(S(=O)(=O)NC(=O)Nc2nc(-c3ccc(F)c(F)c3)cs2)cc1
 : -5%	i	28%	5%	-0.3%	-0.4	11%	3%	7%
COc1ccc(-c2c(C#Cc3ccsc3)c3cc(-c4ccc(OC)c(F)c4)ccc3n2C)cc1
 : -1%	i	-20%	15%	-0.5%	0.4	-3%	4%	4%
CC(=O)c1cccc(-n2c(CCC(=O)O)ccc2-c2ccc(C)cc2)c1
 : -3%	i	0%	-6%	3.6%	2.3	-6%	-11%	-22%
O=C(NCCOC(=O)c1ccccc1)c1ccccc1
 : 3%	.	1%	3%	0.5%	-0.4	.	6%	-12%
COc1ccc(S(=O)(=O)N(C)CC(=O)N2CCN(C)CC2)cc1C
 : 12%	i	18%	13%	0.4%	2.2	7%	4%	-6%
Cc1ccc(N/C(CSC(N)=O)=N\S(=O)(=O)c2ccc(C)cc2)cc1
 : 3%	i	2%	-4%	1.6%	-1.9	-7%	5%	0%
Nc1cc(=O)nc2cn[nH]n12
 : .	i	4%	.	-1.2%	-1.7	.	4%	5%
O=C(Cn1ncc2c3ccccc3n(Cc3ccc(F)cc3)c2c1=O)NCCC1=CCCCC1
 : 0%	i	0%	18%	0.0%	.	14%	.	2%
O=C(CNC(=O)COc1ccccc1)NCc1ccccc1F
 : 1%	i	?	0%	0.8%	-2.9	0%	-9%	-61%

Exported with bars between the fields: part of the list above.
canonical_smiles | A549 viability | S2 tox | TGFb SMAD3 inh | Nrf2 inh | Nrf2 ARE act | IL2 activator | ATXN2 expr inh | EPAC2 agonist | HepG2 tox
Cc1ccc(S(=O)(=O)NC(=O)Nc2nc(-c3ccc(F)c(F)c3)cs2)cc1 | -5% | i | 28% | 5% | -0.3% | -0.4 | 11% | 3% | 7%
COc1ccccc1NC(=O)CSc1nc2nccnc2c(=O)n1Cc1cccs1 | 2% | ? | 0% | 1% | 6.2% | 1.3 | . | 12% | -7%
O=C(NCCOC(=O)c1ccccc1)c1ccccc1 | 3% | . | 1% | 3% | 0.5% | -0.4 | . | 6% | -12%
COCC(=O)Nc1ccc(Br)c(C)c1 | 5% | i | 2% | 2% | -0.2% | -1.9 | 3% | -8% | -3%
O=C(Cn1ncc2c3ccccc3n(Cc3ccc(F)cc3)c2c1=O)NCCC1=CCCCC1 | 0% | i | 0% | 18% | 0.0% | . | 14% | . | 2%

Screening results as filed in PubChem BioAssay.
